Tau fluor cs: counter-screen for tau fibril formation inhibitors. tau K18 P301L Alexa594 fluorescence, heparin fibrillization. Potency, µM (doses to about 57.7 µM), for the others: at the top dose activity change, negative = decrease. hit rate 0.93% among 280,000; note: % is set by controls: 0 for no effect and ±100 for the full control effect; nearly all actives have a fitted effect of over 55% in size
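Human K18 P301L tau (15 uM unlabeled plus 0.24 uM Alexa 594-labeled, final) in 100 mM sodium acetate pH 7 was mixed with compound and 20 uM heparin and incubated 6 hr at 37 C.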
Tau fibril FP: blocks human tau fibril formation measured by polarization; P10636; K18 P301L tau heparin fibrillization, Alexa594 FP, 6 h; Potency, µM (top dose mostly 57.7 µM), inactives show at the highest dose activity, negative = inhibition, hits mostly inhibitors; hit rate 0.39% among 280,000; note: % is set by controls: 0 for no effect and ±100 for the full control effect; nearly all actives have a fitted effect of over 55% in size
Target sequence (P10636 561-689 P618L limits assumed): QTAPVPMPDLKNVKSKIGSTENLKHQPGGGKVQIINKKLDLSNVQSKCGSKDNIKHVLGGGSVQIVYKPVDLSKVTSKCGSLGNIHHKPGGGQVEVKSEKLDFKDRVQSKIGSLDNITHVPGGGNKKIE
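K18 P301L tau (15 uM unlabeled/0.24 uM Alexa 594-labeled, final) + compound + heparin 20 uM final; 100 mM NaOAc pH 7; 6 hr 37 C; ThT 30 uM final added, 1 hr RT; FP ex 555/em 632 nm.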
ALDH1A1 block: blocks purified human ALDH1A1 activity; AID 1030; Purified ALDH1A1, NADH fluorescence, propionaldehyde substrate; P00352; Potency, µM (top dose mostly 75.3 µM), without a hit: at the highest dose activity, negative = inhibition, hits mostly inhibitors; hit rate 7.3% among 220,000; active = well fitted inhibition curve with a large enough effect, not every such curve was filed as active; inconclusive = small, poorly fitted or top-dose-only effect, or another doubt; inactive = no such curve, though single readings can be large or run the other way;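 note: plate controls were no enzyme wells and a reference inhibitor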
Target sequence (P00352 whole entry, looked up): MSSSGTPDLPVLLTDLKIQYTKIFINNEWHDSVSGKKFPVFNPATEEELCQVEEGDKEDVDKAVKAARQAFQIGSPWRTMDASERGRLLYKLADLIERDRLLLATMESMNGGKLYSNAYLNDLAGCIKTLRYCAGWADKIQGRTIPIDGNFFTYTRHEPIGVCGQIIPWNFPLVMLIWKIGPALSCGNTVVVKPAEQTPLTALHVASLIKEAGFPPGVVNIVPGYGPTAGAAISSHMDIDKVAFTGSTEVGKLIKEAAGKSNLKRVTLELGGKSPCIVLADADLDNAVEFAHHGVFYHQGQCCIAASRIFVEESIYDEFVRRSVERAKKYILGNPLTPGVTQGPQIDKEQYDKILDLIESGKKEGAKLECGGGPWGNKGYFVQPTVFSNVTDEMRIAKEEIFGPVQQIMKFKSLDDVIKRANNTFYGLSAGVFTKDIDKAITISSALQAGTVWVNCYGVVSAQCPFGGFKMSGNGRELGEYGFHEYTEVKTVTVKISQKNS
HTT ATP protect: Huntington cell model cytoprotection by ATP luminescence. PC12 HTT-Q103 induced, cytoprotection, ATP luminescence, 40 h. Potency, µM (top dose mostly 56.4 µM), inactives show cytoprotection (ATP increase), hits mostly activators. hit rate 0.14% among 230,000;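 note: % of control where 0% means no effect; nearly all actives have a fitted effect of over 45% in size; toxic huntingtin expression switched on by the ecdysone agonist tebufenozide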
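Rat PC12, Q103 Htt exon1-GFP fusion, ecdysone promoter; tebufenozide inducer 100 nM final; compound titration; qHTS, 1500 cells/well; ATPlite luminescent read.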
JMJD2E inh: blocks human JMJD2E demethylase activity; hit rate 1.6% among 230,000; Potency, µM (top dose mostly 57.1 µM), inactives show at the highest dose activity change, negative = inhibition, hits mostly inhibitors; B2RXH2; JMJD2E catalytic domain, FDH-coupled NADH fluorescence (FDH is formaldehyde dehydrogenase); active = well fitted inhibition curve with a large enough effect, not every such curve was filed as active; inconclusive = small, poorly fitted or top-dose-only effect, or another doubt; inactive = no such curve, though single readings can be large or run the other way;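 note: 0% = wells with enzyme and -100% = buffer wells without enzyme; nearly all actives have a fitted effect of over 50% in size; many of its hits are not listed in these tables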
Target sequence (B2RXH2 1-337 limits assumed): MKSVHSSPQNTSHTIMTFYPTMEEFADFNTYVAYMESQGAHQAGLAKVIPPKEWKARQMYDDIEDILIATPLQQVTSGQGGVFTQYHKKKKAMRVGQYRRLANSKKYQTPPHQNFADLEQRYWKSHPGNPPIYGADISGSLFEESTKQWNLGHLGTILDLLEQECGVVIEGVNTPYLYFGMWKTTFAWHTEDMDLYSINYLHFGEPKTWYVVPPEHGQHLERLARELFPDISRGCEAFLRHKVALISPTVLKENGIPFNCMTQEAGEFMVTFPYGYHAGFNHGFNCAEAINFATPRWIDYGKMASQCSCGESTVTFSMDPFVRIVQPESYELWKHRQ
HttQ103 aggreg: reduces HttQ103-GFP aggregates in PC12 cells | PC12 HttQ103-GFP aggregates, Acumen cytometry, 40 h | hit rate 1.1% among 220,000 | Potency, µM (top dose mostly 46.1 µM), inactives show top-dose activity change, negative = inhibition, usual class: inhibitors; note: % is set by controls: 0 for no effect and ±100 for the full control effect; nearly all actives have a fitted effect of over 60% in size
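Aggregate formation scored by laser-scanning cytometer (488 excitation, 500–530 emission) in lysed PC12 cells expressing Q103-GFP after 100 nM tebufenozide induction; library tested in dose series, with ATPLite reagent added in the multiplex.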
Tau ThT inhib: blocks human tau fibril formation measured by thioflavin T | P10636 | recombinant tau K18 P301L (four-repeat tau fragment), heparin-induced fibrillization, ThT fluorescence | Potency, µM (highest dose often 57.4 µM), inactives show at the highest dose activity, negative = inhibition, most hits filed as inhibitors | hit rate 2.1% among 270,000 | AID 1460; note: % is set by controls: 0 for no effect and ±100 for the full control effect; nearly all actives have a fitted effect of over 55% in size
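Tau K18 P301L fragment (15 uM unlabeled plus 0.24 uM Alexa 594-labeled) in 100 mM sodium acetate pH 7 with compound, fibrillization induced by 20 uM heparin for 6 hr at 37 C. Thioflavin T (30 uM) added, fluorescence read after 1 hr (ex 450, em 510 nm).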
SMN2 splice enh: increases expression of the SMN2 splice variant | HEK293 SMN2-luciferase splicing reporter, luminescence, 30-36 h | hit rate 2.8% among 210,000 | Potency, µM (doses to about 46.1 µM), for the others: at the highest dose activity change, positive = activation, usual class: activators; note: % of control where 0% means no effect; nearly all actives have a fitted effect of over 55% in size
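HEK293 cells carry an SMN2 minigene-luciferase reporter in which exon 7 inclusion puts luciferase in frame. Cells were seeded at 2000 cells/well, attached for 10-12 hours, then exposed to compounds for 30-36 hours at 37C before ONE-Glo luminescence.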
Starred values were filed as active, the others as inactive; u = inconclusive; x = not tested or not shown; [ ] = remark or other dose. Unless noted, calls come from the whole dose curve; as a rule, active = well fitted curve in the direction sought with a large enough effect; inconclusive = small, poorly fitted or top-dose-only effect, or another doubt; inactive = no such curve, though single readings can be large; an effect the other way counts as inactive or inconclusive. Potency is the fitted concentration of half-maximal effect. Some of the compounds tested (hit frequency here may not be typical).

Sequence of screens – Tau fluor cs, Tau fibril FP, ALDH1A1 block, HTT ATP protect, JMJD2E inh, HttQ103 aggreg, Tau ThT inhib, SMN2 splice enh
> COc1ccc(CCNC(=O)/C=C/C(=O)O)cc1OC
  -1%, -6%, 25µM*, 11%, -7%, 26%[9.22 µM], 9%, -1%
> CCCC(O)(CCC)C(=O)NN(C(=O)CCl)c1cccc(C)c1
  -3%, 9%, 40µM*, -10%[10 µM], 0%, u, -4%, -39%[inhibitor]
> COc1cccc(-c2nc(CS(=O)(=O)CC(=O)NCCCc3ccccc3)c(C)o2)c1
  12%, u, x, x, x, x, -4%, -18%
> CC(C)(C)c1ccc(-c2noc(CCC(=O)NCc3ccco3)n2)cc1
  -13%, -1%, -14%, -121%[inhibitor], -6%, -21%, -11%, -49%[inhibitor]
> COCc1c(C(=O)N/N=C(/C)c2ccccc2)nnn1-c1nonc1N
  -1%, -6%, u, -33%[inhibitor], -2%, u, 3%, -6%
> COc1cccc(/C=N/NC(=O)c2ccccc2N(Cc2ccccc2)S(=O)(=O)c2ccccc2)c1OC
  -11%, -1%, u, -29%, u, 18%, -3%, -13%
> Cc1cccc(NC(=S)N2CCCCCC2)c1
  6%, 1%, u, x, -1%, -3%, 4%, 19%
> O=C(NC1CCCCC1)C(c1ccc(Cl)cc1)N1CCC2(CC1)OCCO2 (stereo unspecified)
  -6%, -2%, -1%, 17%, 3%, 0%, -8%, -6%
> O=C(CSc1nc2nc3c(cc2c(=O)n1-c1ccccc1)CCCC3)Nc1ccccc1
  3%, 7%, u, 21%[10 µM], -6%, -5%, u, -36%[inhibitor]
> COc1ccc(Cl)cc1NC(=S)NCc1ccccn1
  -12%, -1%, u, -3%[10 µM], -5%, -10%, -12%, 2%
> C/C(=N\NC(=O)COc1ccccc1F)c1cc2ccccc2o1
  -11%, 7%, u, -4%[10 µM], -7%, -5%, u, u
> COCc1nnc(NS(=O)(=O)c2ccc([N+](=O)[O-])cc2)s1
  -8%, 4%, u, 4%, -5%, 17%, -11%, 17%
> CC1Sc2ccccc2N(CC(=O)N(C(C)C)C(C)C)C1=O (stereo unspecified)
  -6%, 2%, 4%, -20%, 5%, 0%, -8%, x
> Clc1ccc(CCNc2nc3ccccc3c3nc(-c4ccccc4)nn23)cc1
  -15%, u, x, x, x, x, 11%, -7%
> Cc1cccc(-n2ncc3c(N4CCC5(CC4)OCCO5)ncnc32)c1
  1%, 6%, x, -4%[10 µM], -7%, 17%[9.22 µM], -6%, x

Ordered by the number under ALDH1A1 block (smallest number first): 3 of the compounds above
SMILES | Tau fibril FP | ALDH1A1 block | JMJD2E inh | HttQ103 aggreg | Tau ThT inhib
CC(C)(C)c1ccc(-c2noc(CCC(=O)NCc3ccco3)n2)cc1 | -1% | -14% | -6% | -21% | -11%
O=C(NC1CCCCC1)C(c1ccc(Cl)cc1)N1CCC2(CC1)OCCO2 (stereo unspecified) | -2% | -1% | 3% | 0% | -8%
CC1Sc2ccccc2N(CC(=O)N(C(C)C)C(C)C)C1=O (stereo unspecified) | 2% | 4% | 5% | 0% | -8%

(more compounds)
Sequence of screens – Tau fluor cs, Tau fibril FP, ALDH1A1 block, HTT ATP protect, JMJD2E inh, HttQ103 aggreg, Tau ThT inhib, SMN2 splice enh
> O=S(=O)(NCc1ccco1)N1CCCCCC1
  2%, 2%, 1%, -2%, 1%, -4%, 1%, 2%
> COC(=O)Cn1nc(-c2ccccc2)n(-c2ccccc2)c1=S
  -2%, -3%, 8%, -7%, 5%, -5%, -9%, 18%
> CC(C)NC(=O)c1n[nH]c(=O)c2ccccc12
  -11%, 2%, 13%, 14%, 3%, -7%, -17%, -8%
> CN1CCN(CCc2cn3ncc(C#N)c3nc2-c2ccc(F)cc2)CC1
  0%, 2%, u, -25%, u, 7%, -3%, x
> COc1ccccc1CNC(=O)CSc1ccc(-c2ccncc2)nn1
  -5%, 4%, 3%, -27%, 6%, 3%, -8%, 10%
> COc1ccccc1N=c1sc2ccccc2n1C
  -21%, 10%, 12%, 10%, 2%, 11%, -17%, -25%
> O=C(Nc1ccc(F)c([N+](=O)[O-])c1)c1ccc2c(c1)C(=O)OC2=O
  u, 0%, 2%, 1%[10 µM], -4%, -2%[9.22 µM], u, x
> CN1CC(c2ccccc2)C2(SC(=S)N(Cc3ccco3)C2=O)C12C(=O)Nc1ccccc12 (stereo unspecified)
  u, u, -2%, -2%, -4%, u, -20%, -8%
> COC(=O)c1ccc(N2C(=O)CC(N(C)CCc3ccc(OC)c(OC)c3)C2=O)cc1 (stereo unspecified)
  -9%, -6%, 3.5µM*, -9%, -6%, 8%, -15%, u
> O=C(Nc1cccc2c1CCCC2)c1ccco1
  9%, 5%, u, 0%, 5%, 9%[9.22 µM], 0%, 10%
> OCCNC(=S)c1ccccc1
  7%, 6%, x, -18%[10 µM], -1%, -13%[9.22 µM], 2%, x
> CCCC(=O)N1c2ccccc2C(=C2SC(C(=O)OC)=C(C(=O)OC)S2)C(=S)C1(C)C
  u, u, -12%, 19%[10 µM], -11%, -11%, 2.2µM*, -8%
> COc1ccc(Oc2ccc(/C=N/NC(=O)c3cccnc3)cc2[N+](=O)[O-])cc1
  u, -13%, -6%, -28%, 2%, -7%, -6%, 0%
> Nc1cc(=O)nc(SCC(=O)NCc2ccccc2)n1CCc1ccccc1
  -5%, -3%, 15%, 10%, 0%, 2%, -7%, -4%
> Cc1ccc(S(=O)(=O)Nc2ccc(Cl)cc2C(=O)c2ccccc2)cc1
  -23%, -7%, -4%, -7%[10 µM], -4%, u, -9%, -25%

Following part:
Sequence of screens – Tau fluor cs, Tau fibril FP, ALDH1A1 block, HTT ATP protect, JMJD2E inh, HttQ103 aggreg, Tau ThT inhib, SMN2 splice enh
> Cn1c(CNC(=O)c2ccccc2F)nnc1SCCOc1ccccc1
  -4%, 1%, 3%, -2%[10 µM], 7%, -11%, 1%, 4%
> CC1(C)CC(=O)c2cc(OCC(=O)NCCCN3CCN(c4ccccc4F)CC3)ccc2O1
  5%, 3%, u, 20%[10 µM], u, 11%, 3%, -23%
> O=C(/C=C/c1cccs1)N1CCN(c2ccccc2F)CC1
  3%, 0%, 5%, 21%[0.074 µM], 0%, -13%, -2%, 10%
> CCCC/S(CC1CC1(Cl)Cl)=N\S(=O)(=O)c1ccc(C)cc1 (stereo unspecified)
  -7%, -1%, u, -12%, 8%, 11%, -4%, 11%
> O=[N+]([O-])c1ccccc1NCCOc1ccccc1
  -20%, u, -7%, 5%[10 µM], -1%, -3%, u, u
> O=C(COc1ccc(S(=O)(=O)NC2CCCCC2)cc1)NC1CCCCC1
  -12%, -1%, -11%, 22%[1.9 µM], 9%, u, -4%, -16%
> CC(=O)C1=C(C)NC(SCC(=O)c2ccc(Cl)cc2)=C(C#N)C1CC(C)C (stereo unspecified)
  u, 12%, 14µM*, -11%, -4%, u, u, -20%
> Cc1ccc(-c2nc(=S)c3c(n2CCN2CCOCC2)CC(C)(C)OC3)cc1
  3%, -2%, -18%, -6%, -5%, -4%, -3%, -13%
> CCC(=O)N1CCN(c2ccc(NC(=S)NC(=O)c3ccc(OC)c([N+](=O)[O-])c3)cc2)CC1
  u, u, 11µM*, 2%[10 µM], 12%, 20%[9.22 µM], 2.5µM*, -20%
> FC(F)(F)c1cc(Oc2ccccc2Cl)nc(-c2ccccn2)n1
  -3%, -3%, -2%, -37%, 1%, -15%, -7%, -18%
> COc1cnc(-c2ccccn2)nc1N(C)C
  -2%, -11%, 7%, 30%[10 µM], u, u, u, -63%[inhibitor]
> CCC(C)NC(=O)CN1C(=O)C(CC)Sc2ccccc21 (stereo unspecified)
  -9%, -7%, -4%, -35%[inhibitor], -6%, -16%, -5%, -32%[inhibitor]
> Cc1ccccc1C(=O)c1cccn1CC(=O)NC(C)c1ccc2c(c1)OCCO2 (stereo unspecified)
  -3%, 6%, u, 12%, u, u, -6%, -9%
> CC(C)NC(=O)NC(=O)CSc1nnc(COc2ccccc2Cl)o1
  -3%, 6%, 0%, 33%[10 µM], 9%, 7%, 2%, -9%
> CCCSc1nnc(NC(=O)Nc2ccc(F)cc2)s1
  -30%, -7%, -6%, 6%[1.9 µM], 8%, u, -8%, -76%[inhibitor]
> c1ccc2c(c1)OCC(c1nn3c(Cn4nnc5ccccc54)nnc3s1)O2 (stereo unspecified)
  -8%, 12%, 11µM*, -4%[10 µM], -4%, -30%, u, -33%[inhibitor]
> COC(=O)c1cc(COc2ccc3c(c2)oc(=O)c2ccccc23)c(C)o1
  -10%, -15%, u, -12%, u, 9%, u, -22%

Molecules above with a Cl atom, in the order listed:
Sequence of screens – Tau fluor cs, Tau fibril FP, ALDH1A1 block, HTT ATP protect, JMJD2E inh, HttQ103 aggreg, Tau ThT inhib, SMN2 splice enh
> CCCC(O)(CCC)C(=O)NN(C(=O)CCl)c1cccc(C)c1
  -3%, 9%, 40µM*, -10%[10 µM], 0%, u, -4%, -39%[inhibitor]
> O=C(NC1CCCCC1)C(c1ccc(Cl)cc1)N1CCC2(CC1)OCCO2 (stereo unspecified)
  -6%, -2%, -1%, 17%, 3%, 0%, -8%, -6%
> COc1ccc(Cl)cc1NC(=S)NCc1ccccn1
  -12%, -1%, u, -3%[10 µM], -5%, -10%, -12%, 2%
> Clc1ccc(CCNc2nc3ccccc3c3nc(-c4ccccc4)nn23)cc1
  -15%, u, x, x, x, x, 11%, -7%
> Cc1ccc(S(=O)(=O)Nc2ccc(Cl)cc2C(=O)c2ccccc2)cc1
  -23%, -7%, -4%, -7%[10 µM], -4%, u, -9%, -25%
> CCCC/S(CC1CC1(Cl)Cl)=N\S(=O)(=O)c1ccc(C)cc1 (stereo unspecified)
  -7%, -1%, u, -12%, 8%, 11%, -4%, 11%
> CC(=O)C1=C(C)NC(SCC(=O)c2ccc(Cl)cc2)=C(C#N)C1CC(C)C (stereo unspecified)
  u, 12%, 14µM*, -11%, -4%, u, u, -20%
> FC(F)(F)c1cc(Oc2ccccc2Cl)nc(-c2ccccn2)n1
  -3%, -3%, -2%, -37%, 1%, -15%, -7%, -18%
> CC(C)NC(=O)NC(=O)CSc1nnc(COc2ccccc2Cl)o1
  -3%, 6%, 0%, 33%[10 µM], 9%, 7%, 2%, -9%

Screening results as filed in PubChem BioAssay.
